# PAX8 inh HTS: lowers PAX8-driven luciferase in RMG-I cells; RMG-I TPO-luciferase reporter, SteadyGlo, 24 h; inhibition, % at 12.6 µM; 360,000 compounds, 1.2% hits; AID 652154;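 active = mean replicate inhibition at least 60% with every replicate also reaching 60%; inconclusive = only one of the two criteria is met; inactive = mean below 60% and not all replicates reaching 60%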;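 also: luciferase light reporting Pax8 driven TPO promoter activity; plate controls were median of neutral control wells for no effect and mitoxantrone controls for full effect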
# CFTR F508del cor: correctors of CFTR F508del function in bronchial epithelial cells. AID 720511. 350,000 compounds, 0.36% hits. activity (quench increase), % at 7.58 µM. CFBE cells, YFP halide quenching; stimulated with forskolin plus potentiator P3; % fluorescence drop versus neutral controls;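 active = mean added fluorescence quench of at least 8% versus neutral control, with both replicates also reaching 8%; inconclusive = only one of the mean or replicate conditions met; inactive = mean below 8% and not both replicates reaching 8%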;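 also: cells transiently co-express mutant CFTR-F508del with the halide-sensitive YFP; corrector assay measuring rescue of mutant channel to the surface after 24 h compound exposure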
# EWS-Fli inh: blocks EWS/Fli oncoprotein-driven transcription. inhibition, % at 12.6 µM. A673 NR0B1-luciferase reporter, viability-normalised. 350,000 compounds, 0.67% hits;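 active = mean inhibition of at least 50% after viability correction, with every replicate also passing that limit; inconclusive = mean reaches 50% but only one of two replicates passes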;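 also: firefly luciferase signal divided by Alamar Blue viability fluorescence both relative to DMSO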
# DENV2 CPE: DENV2-induced cell death inhibition; CPE inhibition, % at 9.99 µM; 350,000 compounds, 1.7% hits; DENV2-infected cells, cytopathic effect rescue, plate reader; in the data active = CPE inhibition above about 20%, passing the limit was not always enough; inconclusive = no clear call, values can overlap the other calls; tested in BHK-21 cells;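 also: 0% = median of neutral control wells and 100% = median of positive control wells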
# GSIS activator: primary screen for activators of insulin secretion dependent on glucose, INS-1E cells, GLuc reporter luminescence; activation, % at 16.6 µM; 370,000 compounds, 0.61% hits; AID 743287; INS-1E GLuc reporter insulin secretion, 2-3 h;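 active = lowest replicate activation of at least 40%, so every replicate reaches that level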;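 also: 0% = median of neutral control wells and 100% = median of IBMX positive control wells; some compounds called inactive have numbers as strong as hits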
# miR122 inh: miR-122 inhibition in Huh7 cells. 340,000 compounds, 0.3% hits. Huh7 miR-122 Renilla luciferase sensor, 48 h; neutral wells = 0, positive control = 100. activation (reporter increase), % at 12.5 µM;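 active = mean replicate activation score at least 90 and every replicate individually at or above 90; inconclusive = only one of the two criteria met; inactive = neither criterion met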;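 also: higher luciferase means less miR-122 activity so hits act as miR-122 inhibitors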
# FN deposit inh: fibronectin deposition inhibition; 350,000 compounds, 0.086% hits; AID 743247; AH1F fibroblasts, Alexa488-fibronectin deposition fluorescence, overnight; inhibition, % at 12.6 µM;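 active = mean inhibition across replicates of 30% or more, regardless of how many single replicates reach that level; inconclusive = mean under 30% yet at least half of replicates reach 30%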;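 also: positive control wells lacked labelled fibronectin entirely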
#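 Test system: AH1F fibroblast monolayer depositing Alexa488-labelled fibronectin into matrix. Input: 10000 cells per well. Technique: fluorescence, ex 485 nm, em 525 nm. Buffer or medium: DMEM plus 2% serum, read in PBS. Timing: 1 h cell adhesion before compound, then overnight fibronectin incubation. Compound: single dose, pinned. Read-out basis: inhibition from reduced deposited-fibronectin fluorescence.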
# Starred values were filed as active, the others as inactive; ? = inconclusive; / = not tested or not shown; & = joins results of further samples; [ ] = dose if it differs, or a comment.
# Letters: A = PAX8 inh HTS; B = CFTR F508del cor; C = EWS-Fli inh; D = DENV2 CPE; E = GSIS activator; F = miR122 inh; G = FN deposit inh
1	COc1ccc(S(=O)(=O)Nc2ccc3c(c2)C(=O)N([C@H](C)CO)C[C@H](C)[C@@H](CN(C)C(=O)Nc2cccc4ccccc24)OCCCC[C@H](C)O3)cc1
  A = 40; B = -1.5; C = 2; D = -9; E = 4; F = -5[16.7 µM]; G = /
2	C[C@@H]1CN([C@H](C)CO)C(=O)c2cc(/C=C/c3ccccc3)cnc2O[C@H]1CN(C)S(=O)(=O)c1ccccc1F
  A = 0; B = -3.2; C = 6; D = 4; E = -6; F = -4[16.7 µM]; G = -10
3	C#CCNC(=O)C1=C[C@H](C)[C@@H](CCCO)[C@H](OCC)O1
  A = 9&-16; B = -1.7&2.1; C = -7&-12; D = 0&-9; E = 3; F = /; G = -2
4	O=C(C[C@H]1C[C@@H]2c3cc(NC(=O)C4CCC4)ccc3O[C@@H]2[C@@H](CO)O1)NCC(F)(F)F
  A = 5; B = 0.9; C = -5; D = 6; E = -3; F = 1[16.7 µM]; G = -2
5	COc1ccc(-c2nc(C)c(C(C)=O)n2O)cc1[N+](=O)[O-]
  A = -5; B = /; C = 3; D = 4; E = 9; F = -3; G = 1
6	C[C@@H]1CN([C@@H](C)CO)S(=O)(=O)c2ccc(C3=CCCCC3)cc2O[C@H]1CN(C)C(=O)Cc1ccccc1
  A = /; B = -2.5; C = 14; D = -13; E = -39; F = 5[16.7 µM]; G = -7
7	C[C@H](CO)N1C[C@H](C)[C@@H](CN(C)C(=O)c2ccc3c(c2)OCO3)Oc2cc(-c3ccncc3)ccc2S1(=O)=O
  A = /; B = -1.2; C = -7; D = 2; E = 10; F = 17[16.7 µM]; G = /
8	O=C(CN1C(=O)C2CCCCC2C1=O)Nc1ccccc1C(=O)O (centres undefined)
  A = -5; B = 1.4; C = 0; D = 0; E = 4; F = -2; G = 0
9	Cn1cccc1/C=C1\CCc2ccccc2C1=O
  A = 31; B = 0.2; C = 55*; D = -4; E = 5; F = -6; G = -7
10	C[C@@H]1CN([C@H](C)CO)C(=O)c2cc(NC(=O)c3ccncc3)ccc2O[C@@H](C)CCCCO[C@H]1CN(C)C
  A = -21; B = -1.2; C = -12; D = 85*; E = 27; F = -1[16.7 µM]; G = /
11	COc1ccc(S(=O)(=O)Nc2ccc3c(c2)C(=O)N([C@H](C)CO)C[C@H](C)[C@H](CN(C)S(=O)(=O)c2ccccc2)OCCCC[C@H](C)O3)cc1
  A = 26; B = 2.4; C = 7; D = ?; E = 0; F = /; G = /
12	O=C(NCc1cccs1)C1Cc2c(-c3ccccc3Oc3ccccc3)ccnc2O1 (centres undefined)
  A = 18; B = -1.9; C = 0; D = 0; E = -10; F = -4; G = 11
13	CN(C)C(=O)c1cccc(-c2ccccc2[C@H]2[C@@H](C#N)N(C(=O)C3CCCC3)[C@H]2CO)c1
  A = /; B = -0.7; C = -9; D = ?; E = 5; F = /; G = 5
14	C[C@@H]1CCCCO[C@@H](CN(C)Cc2ccc3c(c2)OCO3)[C@H](C)CN([C@@H](C)CO)C(=O)c2cc(NC(=O)Nc3cccc4ccccc34)ccc2O1
  A = 15; B = -5.5; C = 21; D = -24; E = -20; F = 2[16.7 µM]; G = /
15	COCC(=O)Nc1ccc2c(c1)C(=O)N(C)C[C@@H](OC)[C@H](C)CN(C(=O)Cc1ccccn1)[C@@H](C)CO2
  A = 1; B = -1.5; C = 3; D = -1; E = -5; F = /; G = 2
16	CC1(C)CC(=O)C(C2C3=C(CC(C)(C)CC3=O)Oc3ccc4ccccc4c32)C(=O)C1 (centres undefined)
  A = 47; B = 1.0; C = -49; D = -3; E = 5; F = /; G = 9
17	COc1cc(-c2cc(OC)c(O)c(OC)c2)cc(OC)c1O
  A = /; B = 4.9; C = 21; D = 0; E = 7; F = /; G = -4
18	COc1ccc(S(=O)(=O)Nc2ccccc2C(=O)N2CCOCC2)cc1F
  A = 4; B = -2.6; C = /; D = 1; E = 23; F = -3; G = -4
19	CC(C)C(NS(=O)(=O)c1cccs1)C(=O)NCCCN1CCCCCC1 (centres undefined)
  A = -9; B = -0.7; C = 3; D = -5; E = 0; F = -6; G = -1
20	N#CCNC1CC(=O)N(c2ccc(F)cc2)C1=O (centres undefined)
  A = 16; B = 0.1; C = -1; D = 1; E = 10; F = /; G = -1
21	COc1ccc(S(=O)(=O)NCC2CCCN(C(=O)c3occc3C)C2)cc1 (centres undefined)
  A = 4; B = -2.2; C = -5; D = 3; E = -1; F = /; G = 5
22	CCNc1nc(NCC)nc(N(C#N)CCOc2ccccc2)n1
  A = -10; B = /; C = -1; D = 1; E = -17; F = /; G = /
23	O=C1c2ccccc2C(=O)N1CN(C(=O)COc1ccc(Cl)cc1Cl)c1cccc(F)c1
  A = 12; B = /; C = /; D = /; E = -2; F = -2; G = 6
24	O=C(CN1C(=O)NC2(CCCC2)C1=O)Nc1ccc(F)c(Cl)c1
  A = 8; B = -0.9; C = 0; D = -7; E = -14; F = -8; G = 3
25	CC(=O)NC(CC(=O)NC1CCCc2ccccc21)c1ccccc1 (centres undefined)
  A = 11; B = 2.2; C = 4; D = 2; E = -7; F = 13; G = -1
26	O=C1CCN(Cc2nc(-c3ccc(Cl)cc3)no2)CCN1
  A = 31; B = -1.4; C = 11; D = 2; E = -2; F = 7; G = 5
27	CN(CC(=O)Nc1ccccc1Cl)C(=O)COC(=O)CN1C(=O)NC2(CCCC2)C1=O
  A = -5; B = -1.4; C = -5; D = -5; E = -14; F = /; G = -8
28	Cc1cccc(C)c1NC(=O)CNC(=O)CCC(=O)N1CCOCC1
  A = -11; B = -0.5; C = -1; D = -4; E = 16; F = /; G = 7
29	O=C(O)c1cc(S(=O)(=O)N2CCCCCC2)c(Cl)cc1Cl
  A = /; B = -4.2; C = -1; D = -4; E = 12; F = -14; G = /
30	CCOC(=O)C1CCN(Cc2cnc(Oc3ccc(N)cc3)s2)CC1
  A = -21; B = /; C = /; D = /; E = /; F = -1; G = -7
31	COCCSc1nnc(NC(=O)Cc2ccc(OC)c(OC)c2)s1
  A = 17; B = 3.8; C = 5; D = -2; E = 4; F = /; G = 0
32	COc1ccccc1NS(=O)(=O)c1cc(C(=O)NC2CC(C)(C)NC(C)(C)C2)ccc1Cl
  A = 2; B = -0.5; C = -23; D = -4; E = 6; F = -2; G = -4
33	CSc1nnc(SCC#N)s1
  A = 0; B = -0.6; C = 0; D = -3; E = -1; F = -7; G = 6
34	CO[C@H]1CN(C)C(=O)c2ccc(NC(=O)c3ccc(F)cc3)cc2OC[C@H](C)N(C)C[C@@H]1C
  A = -24; B = -2.2; C = /; D = 7; E = 12; F = /; G = 0
35	CS(=O)(=O)N(CC(=O)N1CCN(Cc2ccccc2)CC1)C1CCCCC1
  A = 11; B = /; C = /; D = /; E = /; F = -19; G = -4
36	Cc1c(N2C(=O)C3C4C=CC(C4)C3C2=O)c(=O)n(-c2ccccc2)n1C (centres undefined)
  A = -14; B = -1.2; C = -7; D = -2; E = /; F = /; G = 7
37	C[C@@H]1CN([C@@H](C)CO)C(=O)c2cccc(NC(=O)Nc3ccc(F)cc3)c2O[C@@H]1CN(C)S(=O)(=O)c1ccc(Cl)cc1
  A = 6; B = 3.8; C = 19; D = 1; E = -23; F = 7[16.7 µM]; G = 8
38	Cc1ccccc1Nc1cc(C(=O)NCc2ccco2)c2ccccc2n1
  A = 5; B = /; C = /; D = /; E = -12; F = /; G = 10
39	Cc1onc(-c2c(Cl)cccc2Cl)c1C(=O)NC1CCCCC1
  A = -2; B = 0.6; C = 15; D = 7; E = -41; F = -7; G = -14
40	O=C(CN(c1cccc(Br)c1)S(=O)(=O)c1ccccc1)N/N=C/c1cc([N+](=O)[O-])ccc1O
  A = 19; B = 7.7; C = 21; D = -3; E = -9; F = -3; G = 11
41	O=C(CCS(=O)(=O)c1ccccc1)Nc1nc2ccc(F)cc2s1
  A = 107*; B = -6.5; C = 7; D = -10; E = -1; F = /; G = -11
42	CCN(CC)c1cc(C)c2cc(NC(=O)c3ccccc3F)ccc2n1
  A = 2; B = 3.2; C = -42; D = 0; E = 15; F = -1; G = -12
43	COc1cc(C(=O)N2CCN(C(=O)c3cc(-c4ccccc4)n[nH]3)CC2)cc(OC)c1OC
  A = 9; B = -3.4; C = -2; D = 0; E = 14; F = 0; G = -1
44	Cc1c(C(=O)Nc2cccc([N+](=O)[O-])c2)sc2ncn(CC(=O)N3CCOCC3)c(=O)c12
  A = 11; B = -2.8; C = -13; D = 2; E = 4; F = 0; G = -7
45	COc1ccc(CN2C(=NC(=O)C3CC3)SC3CS(=O)(=O)CC32)cc1OC (centres undefined)
  A = -2; B = -1.6; C = -7; D = -4; E = /; F = -3; G = -61
46	CCCN1CCC(N(CCc2ccccc2)Cc2ccccc2)CC1
  A = 1; B = 1.2; C = -2; D = 7; E = 1; F = 1; G = 12
47	COc1ccc(NC(=O)Nc2ccc3c(c2)CC(=O)N([C@@H](C)CO)C[C@@H](C)[C@H](CN(C)Cc2ccccc2)O3)cc1
  A = 15; B = 1.0; C = -3; D = -5; E = -8; F = 33[16.7 µM]; G = /
48	O=S(=O)(N[C@@H]1CC[C@@H](CCn2cc(-c3ccc(F)cc3)nn2)O[C@@H]1CO)c1ccccc1F
  A = -2; B = 1.5; C = 5; D = -11; E = 7; F = /; G = /

# Part of the list above, with each value named.
43: COc1cc(C(=O)N2CCN(C(=O)c3cc(-c4ccccc4)n[nH]3)CC2)cc(OC)c1OC
- PAX8 inh HTS: 9
- CFTR F508del cor: -3.4
- EWS-Fli inh: -2
- DENV2 CPE: 0
- GSIS activator: 14
- miR122 inh: 0
- FN deposit inh: -1

44: Cc1c(C(=O)Nc2cccc([N+](=O)[O-])c2)sc2ncn(CC(=O)N3CCOCC3)c(=O)c12
- PAX8 inh HTS: 11
- CFTR F508del cor: -2.8
- EWS-Fli inh: -13
- DENV2 CPE: 2
- GSIS activator: 4
- miR122 inh: 0
- FN deposit inh: -7

# Two entries from above, as labelled records:
[47] COc1ccc(NC(=O)Nc2ccc3c(c2)CC(=O)N([C@@H](C)CO)C[C@@H](C)[C@H](CN(C)Cc2ccccc2)O3)cc1
  PAX8 inh HTS = 15 | CFTR F508del cor = 1.0 | EWS-Fli inh = -3 | DENV2 CPE = -5 | GSIS activator = -8 | miR122 inh = 33[16.7 µM] | FN deposit inh = /
[48] O=S(=O)(N[C@@H]1CC[C@@H](CCn2cc(-c3ccc(F)cc3)nn2)O[C@@H]1CO)c1ccccc1F
  PAX8 inh HTS = -2 | CFTR F508del cor = 1.5 | EWS-Fli inh = 5 | DENV2 CPE = -11 | GSIS activator = 7 | miR122 inh = / | FN deposit inh = /

# Screens: PubChem, Broad Institute

# Not a hit list; 3.9% or so of the library scored in one or more.
